Screens from PubChem.
KDM5B inhibitor: inhibitors of human KDM5B histone demethylase. Q9UGL1. KDM5B demethylase, FDH-coupled NADH fluorescence (FDH is formaldehyde dehydrogenase). Potency, µM (series often up to 57.7 µM), for inactives: top-dose activity change, negative = inhibition, usual class: inhibitors. 220,000 compounds, 2.6% hits. AID 1347165; active means well fitted inhibition curve with a large enough effect; inconclusive means small, poorly fitted or top-dose-only effect; inactive means no such curve, though single readings can be large or run the other way; further: 0% is about no effect; nearly all actives have a fitted effect of over 70% in size
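Inhibition is measured as reduced NADH fluorescence generation from FDH coupling to formaldehyde release. Truncated KDM5BΔAP at 200 nM final acts on H3K4me3 peptide (12.5 µM in substrate mix) in pH 7.5 HEPES buffer with Tween-20, 30 min, room temperature.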
* hit, by the source's call; i = inactive; ? = inconclusive; & = joins results of further samples; [ ] = dose if it differs, or a comment. Potency means the concentration at half of the fitted maximal effect. Only part of the results is shown (hit frequency here may not be typical).

SMILES	KDM5B inhibitor
COCCC1(NC(=O)c2ccccc2)CCN(C(=O)c2ocnc2C)CC1	-8%
CCCc1cnc(N2CCN(C(=O)c3c(-c4ccccc4)noc3C)CC2)nc1	?
CCC1CC(CSC(=N)N)OC1=O (stereo not given)	38%
Cc1ccc(N2Cc3c(NCCCOC(C)C)ncnc3N(C)CC2=O)cc1	-22%
CC1CCc2nn3ccn(CC(=O)Nc4ccc(F)cc4)c(=O)c3c2C1 (stereo not given)	?
O=C(c1ccoc1)N1CC2CC(C1)[C@H]1CCCC(=O)N1C2 (stereo not given in full)	21%
Cc1c(Cl)cccc1NC(=O)NCC1CCOCC1	15%
CCn1cc(C(=O)N2C[C@@H](COc3ccccc3)[C@H](C(N)=O)C2)cn1	-8%
CC(=O)c1ccc(NC(=O)CSc2nnc(C(C)N3C(=O)COc4ccccc43)n2C)cc1 (stereo not given)	6%
CN(C(=O)c1c(F)cccc1Cl)C1CCc2nn(C)c(=O)n2CC1 (stereo not given)	-8%
CCOCCCNC(=O)NC(C)c1c(-n2cccc2)sc2c1CCN(CC)C2 (stereo not given)	?
COc1cccc(CCC2CCCN(C(=O)C3CCCC3)C2)c1 (stereo not given)	43%
Cc1cc(Cl)c2ccc(C)c(C)c2n1	16%
COCCCNC(=O)c1sc2ncccc2c1-n1cccc1	-10%
CCS(=O)(=O)N1CC(n2cc(C(=O)NCC3CC3)nn2)C1	-11%
CN(CC(=O)Nc1c(Cl)cccc1Cl)C(=O)Cc1cccs1	-12%
O=C(Nc1c(NC2CCCCC2)c2ccccc2oc1=O)c1cccs1	10%
Cn1cc(C(=O)NCC2CN(Cc3cccc(OC(F)(F)F)c3)CC23CN(c2ccccc2)C3)cn1 (stereo not given)	?
CC(=O)N1Cc2ccccc2OC2(CCN(C(=O)NC(C)C)CC2)C1	12%[149 µM]
Cc1noc(-c2ccn3c(CNC(=O)c4ccccc4F)nnc3c2)n1	i
O=c1c2nncn2ccn1-c1ccc(F)c(F)c1	4%
Cc1ccc(-c2nc(C(=O)N3CCN(c4ccc(C)cc4)CC3)no2)cc1	8%
O=C(CN1CC2CC(C1)[C@H]1CCCC(=O)N1C2)NCc1cc(F)ccc1F (stereo not given in full)	6%
CN(C)c1ccc(CN2CCC3(C2)C(=O)N(Cc2ccccc2)c2ccccc23)cc1 (stereo not given)	-10%
COc1ccc(C)c2sc(N(Cc3cccnc3)C(C)=O)nc12	-5%
The list goes on:
SMILES	KDM5B inhibitor
COc1ccc(C2CC(=O)Nc3sc(C(=O)Nc4cccc(C(F)(F)F)c4)c(C)c32)cc1O (stereo not given)	?
CCOC(=O)C(NC(=O)c1ccc(C(F)(F)F)nc1)C(=O)OCC	29%
CCCN1C(=O)Cc2cc(C(=O)NCc3ccco3)ccc21	-5%
O=C(CC1CCCC1)NCCCCNC(=O)CC1CCCC1	18%
CCOc1ccc(N(C)S(=O)(=O)c2cc(-c3cc(C)no3)ccc2C)cc1	5%
COc1ccc(C(=O)N2CCC3(CC2)N(c2ccccc2)C(=O)CS3(=O)=O)cc1	17%
COc1ccc(CNC(=O)c2ccc(CN3C(=O)C(C)=C(c4ccc(C)cc4)S3(=O)=O)cc2)cc1	?
CC(C)CCC(CCNC1CCC(C)CC1)C1CCOC(C)(C)C1 (stereo not given)	?
COc1cccc(CN2CCN(Cc3cc(OC)c(O)c(OC)c3)CC2)c1	?
COc1ccc(C2CCCN2C(=S)Nc2cccc(Cl)c2)cc1OC (stereo not given)	3%
c1cncc(CNCc2ccco2)c1	-3%&4%
CCNC(=O)c1cc2n(n1)CCCN(Cc1ccc(C)cc1)C2=O	8%
COCCOC1CN(C2CCN(C(=O)c3cccc4[nH]ccc34)CC2)C12CCCCC2 (stereo not given)	22µM*
CCOC(=O)C1CCN(C(=O)CC(c2ccc(Cl)cc2)c2cn(C)c3ccccc23)CC1 (stereo not given)	?
Cc1cccc(NC(=O)C(c2ccccc2)N2Cc3ccccc3C2=O)c1C (stereo not given)	-7%
Fc1ccc(Sc2cc(Sc3ccc(F)cc3)ncn2)cc1	27%
O=C(NCc1ccccc1)C1CCN(c2nc(-c3ccccc3)nc3c2CCC3)CC1	?
CC(C)c1nccn1Cc1cc(C(=O)NC(C)c2ccncn2)n[nH]1 (stereo not given)	0%
CC(C)NC(=O)c1nc(-c2ccc(Cl)cc2Cl)c2cnccn12	79µM*
Cc1ccc(CCNC(=O)c2ccc(NC(=O)N3CC(C)Sc4ccccc43)cc2)cc1 (stereo not given)	2%
O=C(CCCCCCC(=O)N/N=C/c1ccc(Cl)cc1)N/N=C/c1ccc(Cl)cc1	13%
Cn1nc(CC(=O)NCc2ccc(F)cc2)c2ccccc2c1=O	11%
Cc1cc(CNC(=O)c2ccncc2)c2[nH]c(-c3ccccc3)c(C)c2c1	135%[activator]
O=C(Nc1ccc2c(N3CCCCC3)ncnc2c1)C1CCC1	-12%
O=C(NCC1CCCCC1)c1noc(-c2ccc[nH]c2=O)n1	i

Taken from above.
For KDM5B inhibitor, Cc1cccc(NC(=O)C(c2ccccc2)N2Cc3ccccc3C2=O)c1C (stereo not given) is listed with -7%
For KDM5B inhibitor, O=C(CC1CCCC1)NCCCCNC(=O)CC1CCCC1 is listed with 18%
For KDM5B inhibitor, CCNC(=O)c1cc2n(n1)CCCN(Cc1ccc(C)cc1)C2=O is listed with 8%

Marked active in KDM5B inhibitor, among the entries above:
SMILES	KDM5B inhibitor
COCCOC1CN(C2CCN(C(=O)c3cccc4[nH]ccc34)CC2)C12CCCCC2 (stereo not given)	22µM*
CC(C)NC(=O)c1nc(-c2ccc(Cl)cc2Cl)c2cnccn12	79µM*

The listing picks up, repeating the 2 entries before the break.
SMILES	KDM5B inhibitor
O=C(Nc1ccc2c(N3CCCCC3)ncnc2c1)C1CCC1	-12%
O=C(NCC1CCCCC1)c1noc(-c2ccc[nH]c2=O)n1	i
CCc1cnc2c(c1SC(C)CC)c(=O)n(C)c(=O)n2C (stereo not given)	-15%
Cn1nc2n(c1=O)CCC(NS(=O)(=O)c1ccc3c(c1)OCCO3)CC2 (stereo not given)	-30%
CCC(=O)N1Cc2ccccc2CC2(CCN(Cc3ccc(O)cc3)C2)C1 (stereo not given)	-11%[115 µM]
O=C(CCn1ccc2ccccc21)NC12CC3CC(CC(C3)C1)C2	10%
CCC(CC)C(=O)N[C@H]1CCN2C(=O)c3cc(-c4cccs4)ccc3NC(=O)[C@@H]2C1	?
N#CC(C(=O)C1c2ccccc2Oc2ccccc21)c1nc2ccccc2[nH]1 (stereo not given)	?
Cc1nc(-c2ccc(Cl)cc2)sc1CCNC(=O)Cc1ccc(F)cc1	?
COc1ccc(Nc2ncncc2-c2nc(-c3ccccc3)no2)cc1OC	-15%
CC(C)n1cc(CN2CCC3(CC2)CC(C(=O)N2CCOCC2)N(C)C3)c2ccccc21 (stereo not given)	-20%
Cc1ccc(-c2nc(C#N)c(NCCCn3ccnc3)o2)cc1	299%[activator]
COc1ccc(CN[C@H]2[C@H](O)[C@H](O)C[C@@H]2c2ccc(C(F)(F)F)nc2)cc1	-20%[86.2 µM]
Cc1ccccc1CN1CCc2nc(N(C)Cc3cccnc3)[nH]c(=O)c2CC1	13%
CCN(CC(=O)Nc1c(C#N)c(C)c(C)n1Cc1ccco1)CC(=O)NC(C)(C)C	-16%
O=C(c1cc2ccccc2oc1=O)N1CCN(Cc2cccc(Cl)c2)CC1	9%
N#Cc1nc(-c2cccc(Cl)c2)oc1NCCCN1CCOCC1	?
CNC(=O)[C@@H]1C[C@H](Oc2ccccc2)CN1C(=O)Cn1nc(C(F)(F)F)cc1C	4%
O=C(CCn1c(=O)c2sccc2n(CC(=O)Nc2ccccc2)c1=O)Nc1ccc(F)cc1	10%
CN(CCNC(=O)CCC[C@H]1NC[C@@H]2CC1CN(Cc1ccccc1)C2)C1CCCCC1	-26%
NC(=O)c1cccc(C(=O)Nc2cccc3cccnc23)c1	13%
Cn1cnc2cc(-c3ccc(CO)cc3)cc(C(=O)NCc3cccnc3)c21	?
Cc1ccc(C(=O)N2CCC(c3nn(C)c4c3COCC4)CC2)cn1	21%
O=C(NCc1ccco1)C1CCN(C(=O)N2CCOc3ccc(Cl)cc32)CC1	-2%
CC(C)c1nc(N2CCCC2)ncc1C(=O)O	?
O=C(NCCS(=O)(=O)N1CCN(c2ccccc2F)CC1)c1ccccc1C(F)(F)F	16%&-9%
COc1ccc(CC(=O)NCC(c2ccc(Cl)cc2)N2CCOCC2)cc1 (stereo not given)	3%

Fetched by compound from above:
SMILES	KDM5B inhibitor
CN(CCNC(=O)CCC[C@H]1NC[C@@H]2CC1CN(Cc1ccccc1)C2)C1CCCCC1	-26%
CCc1cnc2c(c1SC(C)CC)c(=O)n(C)c(=O)n2C (stereo not given)	-15%
Cc1nc(-c2ccc(Cl)cc2)sc1CCNC(=O)Cc1ccc(F)cc1	?
N#CC(C(=O)C1c2ccccc2Oc2ccccc21)c1nc2ccccc2[nH]1 (stereo not given)	?
COc1ccc(CN[C@H]2[C@H](O)[C@H](O)C[C@@H]2c2ccc(C(F)(F)F)nc2)cc1	-20%[86.2 µM]
Cc1ccccc1CN1CCc2nc(N(C)Cc3cccnc3)[nH]c(=O)c2CC1	13%
O=C(CCn1ccc2ccccc21)NC12CC3CC(CC(C3)C1)C2	10%

More results:
SMILES	KDM5B inhibitor
CCn1c(-c2ccccc2)nn(CC(=O)NCCN2CCCOC2=O)c1=O	9%
CC(=O)N1CCC(N2CCc3nn(Cc4ccccc4)c(=O)n3CC2)CC1	-19%
O=C(c1cn(-c2ccccc2)nn1)N1CCOCC(O)(CN2CCCC2)C1 (stereo not given)	?
CCOc1ccc(-c2nc(CSCC(=O)NCC(OCC)OCC)c(C)o2)cc1	-21%
COCCNC(=O)[C@@H]1C[C@@H](O)CN1C1CCN(C(=O)c2ccsc2)CC1	-12%
O=C(Nc1cccc(F)c1)N1CCC2(CC1)CC(OCC1CC1)CCO2 (stereo not given)	21%
CC(NC(=O)c1nccnc1N)c1ccc(Cl)cc1 (stereo not given)	?
Cc1ccc(C23CC4CC(CC(C(=O)NC(C)(C)CO)(C4)C2)C3)cc1	-13%
CNC(=O)[C@H]1C[C@H](Oc2ccccc2)CN1C(=O)NCc1ccc(OC)cc1	5%
Cc1ccc(C(=O)N2CCc3cc(CNC(=O)c4ccccc4F)ccc32)cc1	-24%
O=C(CCc1nc(C2CCOCC2)n[nH]1)N1CCCCCC1	1%
COc1ccc(/C=C2/C(=O)c3ccccc3OC2c2ccccc2)cc1 (stereo not given)	-21%
Cc1ccc(C(=O)NCCn2cccc2-c2nc(-c3ccc4c(c3)OCO4)no2)cn1	-5%
O=C(NC(Cn1cccn1)c1ccccc1)c1ccc2nccnc2c1 (stereo not given)	-24%
COc1ccc(-c2c3c(=O)n(CCCN4CCOCC4)ccc3nc3nc(C)nn23)cc1	-2%
CCOc1ccc(-c2cc3nc(C4CCN(C(=O)OC(C)(C)C)CC4)c(C(=O)Nc4cc(OC)ccc4OC)cn3n2)cc1	?
Cc1ccc(C2=NC3(CCN(C(=O)c4ccc5[nH]ccc5c4)CC3)ON2)cc1	-3%
Cc1ccc(C(=O)N2CCC3(CC2)N(c2ccccc2)C(=O)CS3(=O)=O)c(C)c1	9%
O=c1[nH]c(C2CCCN(Cc3ccc(C(F)(F)F)cc3)C2)nn1-c1ccc(Cl)cc1 (stereo not given)	-5%
NC(=O)c1ccccc1NC(=O)c1ccc(-c2ccccc2)cc1	?
Cc1ccc(S(=O)(=O)N(CC(=O)N2CCN(C)CC2)c2cccc(Br)c2)cc1	17%
COc1ccc(S(=O)(=O)c2c(O)c(C)cc(NC(=O)c3ccccc3)c2C(C)C)cc1	?
COc1cccc(C(=O)N2CCC3(C2)NC(=O)N(Cc2ccc(Cl)cc2)C3=O)c1 (stereo not given)	-13%
Cc1ccc(S(=O)(=O)C=C(c2ccccc2)c2ccccc2)cc1	7%
CS(=O)(=O)N1CCN(C(=O)CC[C@H]2NC(=O)c3ccccc3NC2=O)CC1	-14%
Carrying on:
SMILES	KDM5B inhibitor
O=C1CC(c2nnc(Cc3ccc(F)cc3Cl)o2)CN1c1ccccc1 (stereo not given)	-3%
CCN(CC)C(=O)c1nn(Cc2ccccc2)c(=O)c2ccccc12	14%
Cc1ccn2c(c1)nc(=O)c1cc(S(=O)(=O)N3CCC(C)CC3)c(Cl)cc12	-25%
COc1ccc(CNC(=O)c2c(Nc3ccc(OC)cc3OC)sc(C(=O)c3ccc(Cl)cc3)c2N)cc1	?
O=C(Cc1ccsc1)Nc1cccc(Cl)c1	26%
CCc1ccc(N(Cc2cccs2)C(=O)c2cccs2)cc1	12%
Cc1cc2oc(=O)cc(CSc3nncn3C(C)C)c2cc1C(C)C	23%
CS(=O)(=O)c1ccc(-c2cnc([C@@H]3COCCN3C3CCOCC3)[nH]2)cc1	10%[86.2 µM]
O=C(O)c1ccnc2ccccc12	-12%
Cc1noc([C@@H]2CN(C(=O)CCCc3nc4ccccc4s3)C[C@H]2C(N)=O)n1	14%
Cc1ccccc1-c1cnc2[nH]cc(CC(=O)NC(C)C)c2c1	?
Cc1cn(C)c(CC(=O)NCc2cccc(Cl)c2)c1C(=O)O	?
COCCn1c(COc2c(C)nc(C)nc2C)nnc1C1CC(N)C1 (stereo not given)	29%
COc1cccc(-c2ccc(C(=O)NCCCn3ccnc3C(C)C)cn2)c1	28µM*
COc1ccccc1CNC(=O)CCc1ncc(-c2ccccc2F)o1	5%
COc1ccccc1N(CCC#N)C(=O)CSc1ncnc2sc(C)c(C)c12	7%
O=c1c2nnn(-c3ccc(F)cc3)c2ncn1Cc1nc(-c2ccccc2)no1	20%
CC(=O)N1CCN(C(=O)c2ccc3c(ccn3Cc3ccccc3)c2)CC1	7%
COc1ccc(C2Sc3ccccc3NC3=C2C(=O)c2ccccc23)c(OC)c1OC (stereo not given)	3%
